All columns: NCI-60 one-dose screen, growth in % after 48 h at 10 µM unless noted; 100 = growth as untreated, 0 = no growth, -100 = all killed.
CCRF-CEM: CCRF-CEM leukemia; 77,000 compounds, 7% hits; AID 1794778
EKVX: EKVX NSCLC; AID 1794765; 71,000 compounds, 3% hits
A549/ATCC: A549/ATCC NSCLC; 81,000 compounds, 3.7% hits; AID 1794740
RPMI-8226: RPMI-8226 leukemia cells | AID 1794781 | 77,000 compounds, 7.5% hits
SR: SR leukemia cells. AID 1794780. 73,000 compounds, 8.7% hits
MOLT-4: MOLT-4 leukemia cells. 80,000 compounds, 6.9% hits
HOP-92: HOP-92 NSCLC cells; AID 1794738; 71,000 compounds, 6.3% hits
HOP-62: HOP-62 NSCLC; 80,000 compounds, 3.9% hits
Numbers without * were called inactive; nt = not tested or not shown; & = joins results of further samples; [ ] = remark or other dose. How the source made its calls: active means growth percent below 10; inactive means the rest.

SMILES	CCRF-CEM	EKVX	A549/ATCC	RPMI-8226	SR	MOLT-4	HOP-92	HOP-62
COc1cc(S(C)=O)ccc1-c1nc2ncccc2[nH]1 (stereo not given)	110.9	89.6	92.6	113.0	91.5	98.7	97.1	101.9
CCN1CCN(c2ccc(NC(=O)Nc3ccc4c(ccn4-c4ccnc(C(=O)NC)c4)c3)cc2C(F)(F)F)CC1	7.8*	86.3	91.3	8.7*	-2.8*	10.9	84.7	79.1
CCCCN(CCC#N)C(N)=O	96.7	101.1	109.3	113.0	129.9	107.5	97.2	105.1
CSc1ncnc2nn(C3OC(COC(=O)c4ccccc4)C(OC(=O)c4ccccc4)C3OC(=O)c3ccccc3)nc12 (stereo not given)	97.0	91.0	93.7	97.1	119.5	92.6	92.9	107.7
CCOC(=O)CNC(=O)c1ccccc1	119.2&97.3	89.2&104.1	90.2&92.0	nt	115.6&95.5	95.4&100.9	92.1	95.0&92.6
O=C(Nc1ccccc1)Nc1ccc(C(=O)/C=C/c2ccc(N3CCOCC3)cc2)cc1	109.0	94.2	81.5	99.0	77.3	63.8	106.4	111.3
O=S(=O)(Oc1ccc(-c2cn3ccsc3n2)cc1)c1cc(C(F)(F)F)cc(C(F)(F)F)c1	112.4	103.0	100.0	98.7	90.3	103.3	97.5	99.3
Cc1nc(Nc2ccc(Br)cc2)sc1C(=O)O	56.8	27.3	54.4	44.2	51.6	47.3	39.8	53.8
CCc1ccccc1Nc1nc(-c2c(C)nc3sccn23)cs1	58.7	nt	59.1	61.8	nt	54.1	60.2	85.2
COc1cccc(N2CCN(c3ncnc4c3[nH]c3ccc(F)cc34)C[C@@H]2C)c1	-16.1*	-0.6*	2.2*	-34.7*	-22.8*	-42.0*	-27.1*	-54.2*
Cc1ccc(C(=O)/C=C/c2ccccc2)s1	99.8	82.3	100.9	nt	88.3	100.4	143.7	120.0
COc1ccc(-c2nnc(N3CCN(C(=O)CN4CCN(c5ccccc5)CC4)CC3)nc2-c2ccc(OC)cc2)cc1	9.3*	13.0	28.0	-58.3*	-32.5*	-25.7*	23.2	58.9
Cc1noc(-c2[nH]c(C)c3c2CCCCC3=O)n1	89.9	70.7	73.2	70.1	62.6	94.8	64.2	59.4
Cc1ccc(CC(N)=O)cc1	103.2	95.4	99.2	103.5	91.4	100.6	115.8	104.0
Nc1c(O)c(Cl)cc(Cl)c1Cl	82.0	78.2	99.8	81.1	79.4	76.8	102.2	85.3
Nc1ccc(C(=O)Nc2cccc(-c3nc4ccccc4c(=O)[nH]3)c2)cc1	96.4	101.4	96.3	96.7	nt	96.7	87.3	87.5
Cc1ccc(S(=O)(=O)N/N=C2/CC(C)(C)CC(=O)C2(C)C)cc1	101.3	94.3	98.0	95.9	94.7	102.7	64.8	103.1
C/C(=N\Nc1ncc(-c2ccc3occc3c2)s1)c1cc2ccccc2o1	100.0	84.6	96.0	100.8	112.9	86.8	94.3	99.1
CC(C)(S)[C@H](N)C(=O)O	101.4	114.3	106.2	104.0	108.7	106.3	103.2	108.8
O=C(c1nc2ccccc2[nH]1)C1C(c2ccc(Cl)cc2Cl)C2CSCN2[C@@]12C(=O)Nc1ccccc12 (stereo not given in full)	60.1	63.5	62.0	42.5	45.8	43.0	77.6	80.3
CCCSCCC(C)(N)C(=O)O (stereo not given)	101.0	nt	97.4	107.0	112.9	107.8	104.4	99.4
CCN1C(=O)N(CC)C2NNC(Sc3c(C(=O)O)c4ccccc4n(CCC(C)C)c3=O)=NC21 (stereo not given)	7.2*	20.8	12.4	10.3	6.3*	3.8*	49.4	27.3
COc1cc(C(=O)O)c(O)c(C(C)(C)C)c1	nt	101.9	102.0	106.3	118.9	98.1	88.2	103.9
O=C1OC(c2ccc(-c3ccccc3)cc2)=C/C1=C/c1cccs1	-27.1*	78.8	83.6	138.1	91.5	87.3	nt	100.8
Nc1ccc(C(=O)/C=C/c2ccccc2)cc1	58.7	nt	91.5	43.0	46.9	75.4	88.3	nt

Remaining list, next part.
SMILES	CCRF-CEM	EKVX	A549/ATCC	RPMI-8226	SR	MOLT-4	HOP-92	HOP-62
CCCCc1n(Cc2ccc3ccccc3n2)cc[n+]1Cc1ccc2ccccc2c1	6.5*	41.7	27.0	-7.1*	-27.1*	4.4*	-33.9*	17.4
Cc1cccc(Nc2cc(C)nc(N)n2)c1	93.3	95.1	95.2	87.9	93.7	103.5	103.0	91.8
COc1ccc(-c2nc(SCCNS(C)(=O)=O)[nH]c(=O)c2C#N)cc1	107.3	107.4	100.5	100.5	110.9	108.0	118.8	97.8
COC(=O)CC1CSC(=S)N1c1cccc(F)c1 (stereo not given)	99.7	96.0	98.6	nt	103.8	97.3	93.3	96.2
O=S(=O)(Cl)c1cc(Cl)ccc1Cl	107.7	111.7	105.2	112.7	96.8	103.6	100.1	105.8
COc1cc2cc(c1Cl)N(C)C(=O)C[C@H](OC(=O)[C@H](C)N(C)C(C)=O)[C@]1(C)O[C@H]1[C@H](C)[C@@H]1C[C@@](O)(NC(=O)O1)[C@H](OC)C=C/C=C(\C)C2	-7.2*	31.3	38.3	-4.4*	10.2	14.2	nt	14.0
COc1c(N2CCNC(C)C2)c(F)cc2c(=O)c(C(=O)Oc3ccc(-c4cssc4=S)cc3)cn(C3CC3)c12 (stereo not given)	91.3	111.4	95.0	nt	nt	105.8	nt	102.4
S=c1nc[nH][nH]1	108.9	128.0	97.0	102.8	112.3	102.9	94.6	108.7
O=C(/C=C/c1cccc(O)c1)c1ccc(O)cc1	37.0	98.4	90.1	18.7	13.0	91.7	103.8	79.9
CC(=O)/C(=C/n1ccc(=O)[nH]c1=S)C(=O)Nc1ccc([N+](=O)[O-])cc1	97.1	93.2	101.2	95.2	71.7	97.7	97.2	101.4
O=[N+]([O-])c1ccccc1Nc1cccc(F)c1	101.6	101.9	99.4	104.6	92.1	88.8	92.0	96.1
CC1=CCC2C(=O)N(c3cc(C)on3)C(=O)C2C1 (stereo not given)	86.8	95.7	122.6	102.9	nt	110.2	103.6	104.4
COc1ccc(C/C(N)=N\O)cc1	103.5	116.1	103.7	118.3	nt	99.0	nt	95.5
N#C/C(=C/N)C(N)=O	101.9	104.7	96.8	104.7	99.1	102.9	79.6	93.2
O=C1OC(C(O)C(O)CO)C(O)=C1O (stereo not given)	101.3&101.5	99.5&109.9	74.9&104.1	105.3&98.1	107.5&103.1	104.8&120.5	89.5	88.1&94.4
COc1ccc(-c2nc3ncccn3c2-c2nc3ccc(F)cc3[nH]2)cc1	nt	nt	90.5	67.7	49.8	nt	90.5	101.7
COc1ccccc1NC(=O)COc1cc(O)c2c(=O)cc(-c3ccccc3)oc2c1	103.6	100.7	99.1	103.2	85.3	101.3	122.4	100.7
O=C1c2ccccc2C(=O)c2sc(Nc3cccc(Cl)c3)nc21	8.5*	7.8*	30.7	2.3*	2.7*	-19.6*	65.2	-77.3*
C[Si](C)(C)CCS(=O)(=O)O[C@@H]1C(=O)N(c2cc3c4ccccc4ccc3c3ccccc23)[C@H]1c1ccc(F)cn1	88.8	98.6	92.1	97.6	88.7	94.4	95.5	97.6
C[C@]12CC[C@H](O)C[C@@H]1CC[C@@H]1[C@@H]2CC[C@@]2(C)[C@H]1CC[C@@H]2[C@](C)(O)CCc1ccc(F)cc1	73.5	60.8	81.2	52.6	49.7	66.4	98.4	98.5
NC(=S)N/N=C1/c2ccccc2-c2cc(Br)ccc21	75.3	37.4	92.6	67.9	89.9	74.0	79.7	112.3
CCn1cnc(C[C@H](NC(=O)[C@H](CCCCNC(=O)Nc2cc(C(F)(F)F)cc(C(F)(F)F)c2)NC(=O)Nc2cc(C(F)(F)F)cc(C(F)(F)F)c2)C(=O)OC)c1	nt	nt	-75.3*[100 µM]	-42.4*[100 µM]	-29.0*[100 µM]	-33.8*[100 µM]	-45.4*[100 µM]	-75.3*[100 µM]
COc1ccc(-c2nn(Cc3cc(OC)c(OC)c(OC)c3)c3c2-c2oncc2CC3)cc1	90.9	84.2	81.6	83.9	nt	78.9	nt	107.5
CCCCOc1nc2ccc(Cl)cc2cc1/C=C/C(=O)/C=C(O)/C=C/c1cc2cc(Cl)ccc2nc1OCCCC	95.1	105.7	99.7	nt	95.8	95.8	nt	99.4
N#CC1=C(Nc2ccccc2F)NC(c2cccc([N+](=O)[O-])c2)c2sc3c(F)cccc3c21 (stereo not given)	97.0	90.7	107.5	93.4	87.0	98.5	90.4	91.7

Continuation.
SMILES	CCRF-CEM	EKVX	A549/ATCC	RPMI-8226	SR	MOLT-4	HOP-92	HOP-62
Oc1ccccc1C=Nc1ccc(Cl)cn1	92.5	104.1	89.5	93.6	105.4	96.4	110.4	104.7
Cc1ccc(S(=O)(=O)Oc2c(Cl)cc(Cl)cc2Cl)cc1	102.9	97.3	92.9	103.2	93.3	97.6	112.3	88.7
Cc1cc(C(C)(C)C)c(O)c(C(C)(C)C)c1	130.5&99.8	102.3&108.0	103.0&100.4	138.9&106.4	98.2&97.4	101.1&88.3	nt	103.6
O=C(O)C1OC1(c1ccccc1Cl)c1ccccc1Cl (stereo not given)	112.4	96.8	95.0	110.9	106.5	108.2	98.0	105.5
COc1ccc(/C=C2\N=C(Nc3ccccc3)N(NC(=O)c3ccccn3)C2=O)cc1	99.2	91.5	99.1	88.2	95.2	76.7	95.8	107.0
O=C(C(=O)N1CCOCC1)c1ccc(OC2OC(CO)C(O)C(O)C2O)cc1 (stereo not given)	107.0	104.0	107.0	110.7	102.2	90.3	nt	106.6
O=C(CN1CCCCCC1)Nc1nc2ccc(NCc3ccc([N+](=O)[O-])cc3)cc2s1	84.5	99.8	77.9	77.0	102.2	63.5	89.8	84.7
O=[N+]([O-])c1cc(OCc2ccccc2)c(OCc2ccccc2)c(OCc2ccccc2)c1	91.2	98.3	96.3	95.1	105.1	97.3	62.8	85.7
O=C(NNC(=S)Nc1ccccc1)c1ccc2cccc(O)c2n1	51.4	69.0	81.2	79.3	75.7	70.9	94.7	71.9
Cc1cc(C[P+](c2ccccc2)(c2ccccc2)c2ccccc2)c(C[P+](c2ccccc2)(c2ccccc2)c2ccccc2)cc1C	nt	nt	nt	53.0	59.1	92.8	41.5	82.6
Cc1cc(=O)oc2cc(OCCCOc3ccc(/C=C/C(=O)Nc4ccc(Br)cc4)cc3)ccc12	83.6	91.6	92.2	75.6	51.8	96.4	53.5	85.2
CC(C)OC(CCCl)c1ccc(Cl)cc1 (stereo not given)	nt	nt	105.8	102.6	94.2	92.7	109.4	108.2
Cc1ccc(-c2csc(NC(=O)c3ccc(F)cc3)c2C(=O)O)cc1	nt	nt	48.4	53.9	66.7	nt	59.9	92.5
C=C(C)CC/C=C\C(=O)O	100.4	nt	103.6	107.9	99.8	93.7	nt	104.0
CN1CCCN(CCNc2nccc(-c3c(-c4cccc(O)c4)nc4sccn34)n2)S1(=O)=O	31.3	84.9	45.8	81.7	13.9	37.8	nt	84.4
C/C(CCC(=O)O)=N\Nc1nc2ccccc2s1	92.8	97.6	119.5	100.2	95.8	92.6	nt	91.2
CN1CCN(CC(=O)Nc2nnc(-c3ccc(Cl)cc3)s2)CC1	104.1	83.3	106.7	101.1	94.1	96.3	79.4	91.6
COc1ccc2c(c1)C(C)Cc1c(N(C)C)ncnc1N2C (stereo not given)	18.6	41.2	50.5	30.8	nt	33.1	50.5	35.5
COc1cc(N)c2nccc(C)c2c1OC	100.6	92.7	117.4	144.0	55.5	80.6	81.7	nt
Nc1ncnc2c1c(-c1ccccc1)nn2CC(=O)N1CCOCC1	101.3	104.0	102.0	108.0	111.3	108.2	107.4	107.6
CCOC(=O)c1nnc(SC)nc1SC	100.7	93.5	104.0	74.6	nt	84.7	108.3	47.0
O=[N+]([O-])c1cc(F)c2cccnc2c1O	120.0	110.0	104.7	nt	nt	nt	103.5	97.1
Cc1c(C(=O)NCCc2ccccc2)[n+](=O)c2cc(F)ccc2n1[O-]	93.5	nt	nt	83.5	82.0	95.8	nt	102.3
CN(C)S(=O)(=O)n1cnc([C@H]2c3c(ncn3Cc3ccccc3)C[C@H]3COC(=O)[C@H]32)c1	104.1	96.5	119.0	105.3	nt	80.0	101.9	93.6
COc1ccc2cc(C(=O)c3ccccc3)c(=O)oc2c1	100.1	nt	nt	97.1	94.6	91.4	nt	nt

An excerpt from above, limited to SR and A549/ATCC:
SMILES	SR	A549/ATCC
Cc1cc(C(C)(C)C)c(O)c(C(C)(C)C)c1	98.2&97.4	103.0&100.4
CSc1ncnc2nn(C3OC(COC(=O)c4ccccc4)C(OC(=O)c4ccccc4)C3OC(=O)c3ccccc3)nc12 (stereo not given)	119.5	93.7

Structural class, those above with a COOH group
SMILES	CCRF-CEM	EKVX	A549/ATCC	RPMI-8226	SR	MOLT-4	HOP-92	HOP-62
Cc1nc(Nc2ccc(Br)cc2)sc1C(=O)O	56.8	27.3	54.4	44.2	51.6	47.3	39.8	53.8
CC(C)(S)[C@H](N)C(=O)O	101.4	114.3	106.2	104.0	108.7	106.3	103.2	108.8
CCCSCCC(C)(N)C(=O)O (stereo not given)	101.0	nt	97.4	107.0	112.9	107.8	104.4	99.4
CCN1C(=O)N(CC)C2NNC(Sc3c(C(=O)O)c4ccccc4n(CCC(C)C)c3=O)=NC21 (stereo not given)	7.2*	20.8	12.4	10.3	6.3*	3.8*	49.4	27.3
COc1cc(C(=O)O)c(O)c(C(C)(C)C)c1	nt	101.9	102.0	106.3	118.9	98.1	88.2	103.9
O=C(O)C1OC1(c1ccccc1Cl)c1ccccc1Cl (stereo not given)	112.4	96.8	95.0	110.9	106.5	108.2	98.0	105.5
Cc1ccc(-c2csc(NC(=O)c3ccc(F)cc3)c2C(=O)O)cc1	nt	nt	48.4	53.9	66.7	nt	59.9	92.5
C=C(C)CC/C=C\C(=O)O	100.4	nt	103.6	107.9	99.8	93.7	nt	104.0
C/C(CCC(=O)O)=N\Nc1nc2ccccc2s1	92.8	97.6	119.5	100.2	95.8	92.6	nt	91.2
